# aSyn yeast inh: alpha-synuclein toxicity inhibition in yeast. Yeast expressing alpha-synuclein, growth rescue, BacTiter-Glo, 24 h. Potency, µM (doses to about 46.1 µM), for inactives: at the top dose growth rescue (activation), usual class: activators. 370,000 compounds, 0.14% hits. AID 652106; active = well fitted activation curve with a large enough effect; inconclusive = small, poorly fitted or top-dose-only effect; inactive = no such curve, though single readings can be large or run the other way; note: % of control where 0% means no effect; nearly all actives have a fitted effect of over 65% in size
#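 Readout is rescue of growth in alpha-synuclein-expressing yeast, so inhibitors of toxicity appear as activators. Growth after 24 hr at 30 deg C in galactose medium is quantified by luminescence.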
# * = called active by the depositor; ? = inconclusive; & = joins results of further samples; [ ] = dose if it differs, or a comment. Potency is the fitted concentration of half-maximal effect.
SMILES,aSyn yeast inh
CC1(C)CC(=O)c2cc(C(=O)Nc3ccccc3)c(=O)[nH]c2C1,2%
COc1ccc(C(=O)N=c2nc(-c3ccccc3)n(-c3ccccc3)s2)cc1,20%
C=C1C=C(C(F)F)n2ncc(C(=O)NCc3ccc(Cl)cc3)c2N1,0%
Cc1ccc2[nH]c(=O)c(CN(Cc3ccccc3)Cc3nnnn3Cc3ccccc3)cc2c1,-9%
COc1cc2nc(N3CCCCC3)nc(NC(C)C)c2cc1OC,-5%
Cc1ccc(S(=O)(=O)Nc2cccc3ccccc23)cc1,?
CN(C)c1ccc(-c2nnc(SCC(=O)NCc3ccco3)n2C)cc1,-2%
Cc1c2cnccc2c(C)c2c1c1ccccc1n2CCOC(=O)c1ccccc1,?
O=C(COC(=O)C12CC3CC(CC(Cl)(C3)C1)C2)NCc1ccco1,0%
S=C(NCCCN(Cc1ccc(Cl)cc1)c1ccc(Br)cn1)NCc1ccc2nc[nH]c2c1,-4%

# The closing 5 compounds of the part above open the next one.
SMILES,aSyn yeast inh
Cc1ccc(S(=O)(=O)Nc2cccc3ccccc23)cc1,?
CN(C)c1ccc(-c2nnc(SCC(=O)NCc3ccco3)n2C)cc1,-2%
Cc1c2cnccc2c(C)c2c1c1ccccc1n2CCOC(=O)c1ccccc1,?
O=C(COC(=O)C12CC3CC(CC(Cl)(C3)C1)C2)NCc1ccco1,0%
S=C(NCCCN(Cc1ccc(Cl)cc1)c1ccc(Br)cn1)NCc1ccc2nc[nH]c2c1,-4%
O=S(=O)(c1cccc(C(F)(F)F)c1)N1CCN(c2nc(-c3ccccc3)nc3ccccc23)CC1,0%
CC(=O)NC1=CC(=O)c2nonc2C1=O,-1%
COc1ccc(CN(Cc2ccccc2)C(=O)c2cccc(C#N)c2)cc1COc1ccc(NC(C)=O)cc1,-6%
COc1ccccc1/C=C/c1nc2ccccc2s1,-8%
C(=C\c1ccnc2ccccc12)/c1ccc(N(Cc2ccccc2)Cc2ccccc2)cc1,-2%
Oc1ccc(Cl)cc1C1C=C(c2ccc3c(c2)OCO3)NC(c2ccc(Br)cc2)N1 (stereo not drawn),-1%
CCCC(=O)NCCc1c2n(c3ccc(OC)cc13)CCCc1ccccc1-2,-4%
Nc1nc2[nH]cc(CCc3ccc(C(=O)N[C@@H](CCC(=O)O)C(=O)O)cc3)c2c(=O)[nH]1,1%
C(=Nc1ccc(/C=C/c2ccnc3ccccc23)cc1)c1cccs1,-4%
COc1ccc(C(=O)N(Cc2ccco2)Cc2cccs2)cc1,11%
COc1ccccc1/C=C/c1ccnc2ccccc12,6%
Cc1ccc(O/C=C2/Nn3c(nnc3-c3cc(-c4ccccc4)n[nH]3)S2)cc1,-1%
COc1ccc(C#Cc2cnc(Cl)c3cncnc23)cc1OC,4%
COc1ccc(NC(=O)CSc2nnc3c(n2)[nH]c2ccc(S(=O)(=O)N(C)C)cc23)c(OC)c1,-7%
CCCCOc1ccc(CC(=O)N(C)OC)cc1,9%
CN(C)c1ccc(C=NC2CCc3ccccc32)cc1 (stereo not drawn),-6%
CN(C)c1ccc(-c2ccc(CCO)cc2)cc1,1%
CNC(=O)c1cc(-c2cccs2)on1,0%
O=c1[nH]c2c(-c3nc(-c4ccc(F)cc4)cs3)c(O)cn2c2ccc(Br)cc12,-2%
CC(C)c1ccc(/C=C/C(=O)Nn2cnnc2)cc1,7%
CSc1ccc(/C=C/c2ccnc3ccccc23)cc1,-14%
COc1ccc(C[C@@H]2C(=O)N[C@H](C)C(=O)N(C)[C@@H]3Cc4ccc(cc4)Oc4cc(ccc4O)C[C@H](C(=O)N[C@@H](C)C(=O)N[C@H](C)C(=O)N2C)N(C)C3=O)cc1,-2%
CCC(C)N(c1ccc(/C=C/c2ccnc3ccccc23)cc1)C(C)CC (stereo not drawn),0%
O=C(COc1ccccc1C(=O)Nc1ccccc1)Nc1ccc(Br)cc1,9%
CC[n+]1cccc(Br)c1,-5%
COc1cccc(S(=O)(=O)N2CCN(c3nc(-c4cccs4)nc4ccccc34)CC2)c1,1%
Cc1ccccc1CNc1ncnc2c1ncn2C1OC(CO)C(O)C1O (stereo not drawn),0%
N#Cc1nc(-c2ccc(OCc3ccccc3Cl)cc2)oc1N1CCC(C(N)=O)CC1,2%
CN(CCC#N)c1ccc(C=O)cc1,1%
COc1cc(OC)c(-c2nn3c(-c4cc(C)[nH]n4)nnc3s2)cc1OC,-1%
COc1cc(SC)ccc1C(=O)N1CCC(Cc2ccccc2)CC1,23%
Cc1cc(N)c2ccccc2[n+]1CCCCCCCCCC[n+]1c(C)cc(N)c2ccccc21,-49%[inhibitor]
CN1CC(=O)N/C1=N/C(=O)Nc1cccc(Cl)c1,0%
CCCCCCCCCCCCCCCCOC(=O)N1CCN(/[N+]([O-])=N/Oc2ccc([N+](=O)[O-])cc2[N+](C)=O)CC1,-12%
c1ccc(-c2nc(SCC3CCCCO3)n[nH]2)cc1 (stereo not drawn),1%
CN(C)c1ccc(/C=C/c2ccnc3ccc(N)cc23)cc1,-30%
Nc1cc(=O)[nH]c(=S)[nH]1,5%
CCc1cc(/C=C/c2ccnc3ccccc23)ccc1N(C)C,-18%
CCc1nnc(NC(=O)C2CCCN(C(=O)c3ccoc3)C2)s1 (stereo not drawn),-12%
CN(C)c1ccc(/C=C2\C=Cc3cc(N)ccc32)cc1,2%
O=C(CI)Nc1cccc2cccnc12,-3%
O=c1onc2cnc3ccccc3n12,-8%
O=C1c2cccnc2C(=O)N1c1nc(-c2ccccc2)cs1,1%
CCOC(=O)c1c(C)oc2c1c(/C=N/c1ccccn1)c(O)c1ccccc12,5%
CCCCCCCCCC[Si](C)(C)CCC(=O)N[C@@H](Cc1ccc(C)cc1)c1ccccc1,3%
CCOc1ccc(C=Nc2ccc(/C=C/c3ccnc4ccccc34)cc2)cc1OCC,-10%
COc1ccc(C2Nc3ccc(NC(=O)CO)cc3C(=O)N2Cc2cccc(Cl)c2)cc1COc1ccc(NC(C)=O)cc1 (stereo not drawn),0%
O=S(=O)(c1cccc2c(I)cccc12)N1CCCNCC1,-14%
COCCOC(=O)C1=C(C)NC(C)=C(C(=O)OC/C=C/c2ccccc2)C1c1cccc([N+](=O)[O-])c1 (stereo not drawn),21%
O=C(COc1ccccc1C(=O)Nc1ccccc1)Nc1ccccc1Cl,1%

# Other records follow:
SMILES,aSyn yeast inh
COc1cc2c(NC3CCN(C)CC3)nc(N3CCCCC3)nc2cc1OCCOCCN(C)C,1%
COc1ccc(CNc2nc(Cl)nc3nc[nH]c23)cc1,-5%&-1%
Cc1nc2sccn2c(=O)c1CCN1CCC(=C(c2ccccc2)c2ccc(F)cc2)CC1,1%
CC(C)(C)C(=O)CSc1n[nH]c(-c2ccccc2)n1,-2%
CN(C)c1c(Br)cc(C=O)cc1Br,1%
CC(=O)c1c(C)[nH]c2ccc(OCC(O)CNCCc3ccccc3)cc12 (stereo not drawn),5%
c1ccc2nc3c(cc2c1)CCCC3,-13%
O=C(O)CC1CC(c2ccccc2)=NO1 (stereo not drawn),-2%
C1CCc2nnnn2CC1,?
CC(=O)c1nc(N2CCN(S(=O)(=O)c3ccc(C)cc3)CC2)c2ccccc2n1,?

# Next section; the last 4 above are carried over.
SMILES,aSyn yeast inh
c1ccc2nc3c(cc2c1)CCCC3,-13%
O=C(O)CC1CC(c2ccccc2)=NO1 (stereo not drawn),-2%
C1CCc2nnnn2CC1,?
CC(=O)c1nc(N2CCN(S(=O)(=O)c3ccc(C)cc3)CC2)c2ccccc2n1,?
COc1ccc(CN(Cc2ccccc2)C(=O)CN2CCN(C)CC2)cc1COc1ccc(NC(C)=O)cc1,2%
CCc1ccc(NC(=O)Cn2c(SCc3ccc(C)cc3)nc3ccncc32)cc1,12%
C=C1C=C(C(F)F)n2ncc(C(=O)NCc3ccccc3OC)c2N1,0%
CCN(N=O)c1ccc(/C=C/c2ccnc3ccccc23)cc1,-13%
CC(C(=O)c1ccccc1)[n+]1cccc(Cl)c1 (stereo not drawn),-7%
COc1ccc(-c2nn3c(-c4cc(C)[nH]n4)nnc3s2)cc1,-4%
O=C(COc1ccccc1C(=O)NCc1ccccc1)Nc1ccc(Br)cc1,0%
O=C1CC(c2ccco2)Cc2[nH]c(=O)c(C(=O)Nc3ccccc3)cc21 (stereo not drawn),0%
Cc1ccc(S(=O)(=O)N2CCN(c3nc(-c4cnccn4)nc4ccccc34)CC2)cc1,-17%
CO[C@H]1C[C@@H]2CC[C@@H](C)[C@@](O)(O2)C(=O)C(=O)N2CCCC[C@H]2C(=O)O[C@H]([C@H](C)C[C@@H]2CC[C@@H](O)[C@H](OC)C2)CC(=O)[C@H](C)/C=C(\C)[C@@H](O)[C@@H](OC)C(=O)[C@H](C)C[C@H](C)/C=C/C=C/C=C/1C,-73%[inhibitor]
COC(=O)c1ccccc1NC(=O)c1cnn2c1NC(=C1CC1)C=C2C(F)F,-13%
COc1ccc(S(=O)(=O)Nc2cccc3cccnc23)cc1,?
CN(C)c1ccc(N=Nc2ccc(/C=C/c3ccnc4ccccc34)cc2)cc1,26%
CCc1sc(-c2cc3ccc(O)cc3oc2=O)nc1-c1ccc(C)cc1,4%
CCCCCCCCNc1ccc(/C=C/c2ccnc3ccccc23)cc1,-61%[inhibitor]
Cc1cc(C)c2c(c1)C1C=CCC1C(C(=O)O)N2 (stereo not drawn),-6%
Nc1ncnc2c1nc(Sc1ccc(Cl)cc1)n2[C@H]1OC2COP(=O)(O)O[C@@H]2C1O (stereo partly drawn),1%
CC(=O)Oc1ccc(-c2nc(-c3ccccc3)no2)cc1,-68%[inhibitor]
O=C(CNC(=O)c1ccccc1)NCC(=O)OCC(=O)c1cccc2ccccc12,1%
Cc1[nH]c2ccccc2c1C(=O)COC(=O)c1ccccc1SCC(=O)N1CCCC1,-3%

# A few values from the entries so far.
# Entry of COc1ccc(CN(Cc2ccccc2)C(=O)c2cccc(C#N)c2)cc1COc1ccc(NC(C)=O)cc1 under aSyn yeast inh: -6%
# Entry of CC(C(=O)c1ccccc1)[n+]1cccc(Cl)c1 (stereo not drawn) under aSyn yeast inh: -7%
# Entry of CN(C)c1ccc(-c2ccc(CCO)cc2)cc1 under aSyn yeast inh: 1%
# Entry of CN1CC(=O)N/C1=N/C(=O)Nc1cccc(Cl)c1 under aSyn yeast inh: 0%

# New compounds follow
SMILES,aSyn yeast inh
c1ncc2snnc2n1,-3%
CN(CCO)c1nc(-c2cccs2)nc2ccccc12,-6%
CCCCCN(C)CCC(O)(P(=O)(O)O)P(=O)(O)O,4%
O=[N+]([O-])c1ccc(Cl)c(S(=O)(=O)/N=C(/Sc2ccc(Br)cc2)c2ccccc2)c1,-14%
Cc1ccc(NS(=O)(=O)c2ccccc2)c(C)c1,-1%
CN(C)/[N+]([O-])=N/Oc1ccc([N+](=O)[O-])cc1[N+](=O)[O-],-47%[inhibitor]
OC(CBr)C[n+]1cccc2cc(Br)ccc21 (stereo not drawn),-1%
Cc1ccc(-c2nc3ccccc3o2)cc1NC(=O)C(C)Oc1ccccc1 (stereo not drawn),-11%
CCn1nc(-c2ccc(C)cc2)nc2c(=O)n(C)c(=O)nc1-2,-83%[inhibitor]
Cc1ccc(S(=O)(=O)N(C)CCCN(C)c2nc(-c3cccs3)nc3ccccc23)cc1,-27%

# 3 entries picked at random from the list so far:
SMILES,aSyn yeast inh
CN(CCO)c1nc(-c2cccs2)nc2ccccc12,-6%
CN(C)/[N+]([O-])=N/Oc1ccc([N+](=O)[O-])cc1[N+](=O)[O-],-47%[inhibitor]
c1ncc2snnc2n1,-3%

# Going on with the list.
SMILES,aSyn yeast inh
Cc1ccc(S(=O)(=O)N2CCN(c3nc(-c4cncnc4)nc4ccccc34)CC2)cc1,0%
Fc1ccc(-c2nc(-c3c[nH]c4ccccc34)cs2)cc1,-24%
COc1cccc(OCc2cc(C3Nc4ccccc4C(=O)N3Cc3ccccc3)ccc2OC)c1 (stereo not drawn),-2%
CCOC(=O)c1ccc(S(=O)(=O)N2CCN(c3nc(-c4cccs4)nc4ccccc34)CC2)cc1,4%
Nc1ccc(NC(=O)c2cc(Cl)ccc2O)c(Cl)c1,-19%
CN(C)c1ccc(/C=C/c2ccnc3ccccc23)c(N)c1,-5%
CC(=O)C1(O)Cc2c(O)c3c(c(O)c2C(OC2CC(N)C(O)C(C)O2)C1)C(=O)c1c(O)cccc1C3=O (stereo not drawn),16%

# A portion of the library; rates above refer to the full screens.
